HEK293 tox: cytotoxic compounds in HEK 293 cells; HEK 293 viability, ATP luminescence (CellTiter-Glo), 48-72 h; Potency, µM (doses to about 115 µM), for inactives: top-dose activity change, negative = cytotoxicity, actives largely listed as inhibitors; 94,000 tested, 6.6% active; further: potency means the concentration at half of the fitted maximal effect; nearly all actives have a fitted effect of over 60% in size
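CellTiter-Glo luminescence (cellular ATP) was read after 48 or 72 hr of compound exposure at 37 degree Celsius. Cells were HEK 293 plated at 250 cells/well.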
IP6K1 inh: inhibitors of human IP6K1 | IP6K1 kinase, ADP-Glo luminescence, 2 h; active compounds read low | AID 1645851 | 140,000 tested, 0.81% active | activity change, % (series mostly up to about 58 µM); in the data active means activity change below about -25%
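ADP-Glo luminescence measures ADP made by human IP6K1 during a 2 h RT reaction with ATP/IP6 (mix at 1.3 mM/130 uM); top library doses 57.5 and 19.1 uM final.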
SNCA expr inh: reduces expression of the alpha-synuclein gene; HEK-293 SNCA-luciferase knock-in, luminescence, 24 h; Potency, µM (highest dose often 57.2 µM), for inactives: at the top dose activity change, negative = inhibition, most hits filed as inhibitors; 140,000 tested, 0.17% active; AID 1671194;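 further: potency means the concentration at half of the fitted maximal effect; plate controls were DMSO cells for no effect and cell-free wells for full effect; nearly all actives have a fitted effect of over 45% in size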
FLuc inh: Photinus pyralis luciferase inhibition; P08659; purified P. pyralis luciferase, luminescence, biochemical; Potency, µM (top dose mostly 115 µM), without a hit: at the top dose activity change, negative = inhibition, usual class: inhibitors; 76,000 tested, 2.5% active; further: potency means the concentration at half of the fitted maximal effect; nearly all actives have a fitted effect of over 65% in size
Target sequence (P08659 whole entry, looked up): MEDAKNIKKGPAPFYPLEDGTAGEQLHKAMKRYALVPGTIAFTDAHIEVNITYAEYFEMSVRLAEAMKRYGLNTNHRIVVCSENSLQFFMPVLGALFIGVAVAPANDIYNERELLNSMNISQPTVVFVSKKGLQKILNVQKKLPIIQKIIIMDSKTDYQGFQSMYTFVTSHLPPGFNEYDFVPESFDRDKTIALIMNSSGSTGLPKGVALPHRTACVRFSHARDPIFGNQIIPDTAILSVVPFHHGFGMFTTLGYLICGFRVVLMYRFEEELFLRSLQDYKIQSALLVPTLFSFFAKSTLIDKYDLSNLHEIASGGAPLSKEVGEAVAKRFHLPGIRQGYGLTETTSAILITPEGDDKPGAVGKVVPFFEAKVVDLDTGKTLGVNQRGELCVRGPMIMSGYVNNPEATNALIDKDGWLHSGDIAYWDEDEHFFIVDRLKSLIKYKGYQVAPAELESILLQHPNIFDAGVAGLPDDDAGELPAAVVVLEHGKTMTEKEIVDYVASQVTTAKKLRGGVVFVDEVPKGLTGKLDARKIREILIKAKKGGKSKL
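Purified P. pyralis luciferase (10nM final) in 50mM Tris acetate pH 7.5, 10mM Mg acetate, 0.01% Tween-20, 0.05% BSA with 10uM D-luciferin and 10uM ATP. Compounds titrated qHTS. Luminescence imaged on CCD.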
NIH3T3 tox: cytotoxic compounds in NIH 3T3 cells; NIH 3T3 viability, CellTiter-Glo ATP luminescence, 48-72 h; Potency, µM (top dose mostly 96.7 µM), for inactives: at the top dose activity change, negative = cytotoxicity, hits mostly inhibitors; 94,000 tested, 4.3% active; further: potency means the concentration at half of the fitted maximal effect; nearly all actives have a fitted effect of over 55% in size
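Cells were seeded at 400 per well, treated with pin-transferred compound, and kept 48 or 72 hr at 37 °C before CellTiter-Glo addition and luminescence imaging of cellular ATP.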
GPT2 inh: inhibitors of human GPT2 alanine aminotransferase. Recombinant GPT2, coupled pyruvate oxidase/HRP Amplex Red fluorescence. 100,000 tested, 0.25% active. Potency, µM (series often up to 57.7 µM), without a hit: at the highest dose activity change, negative = inhibition, usual class: inhibitors. Q8TD30; further: potency means the concentration at half of the fitted maximal effect; nearly all actives have a fitted effect of over 60% in size; many of its hits are not listed in these tables
Target sequence (Q8TD30 whole entry, looked up): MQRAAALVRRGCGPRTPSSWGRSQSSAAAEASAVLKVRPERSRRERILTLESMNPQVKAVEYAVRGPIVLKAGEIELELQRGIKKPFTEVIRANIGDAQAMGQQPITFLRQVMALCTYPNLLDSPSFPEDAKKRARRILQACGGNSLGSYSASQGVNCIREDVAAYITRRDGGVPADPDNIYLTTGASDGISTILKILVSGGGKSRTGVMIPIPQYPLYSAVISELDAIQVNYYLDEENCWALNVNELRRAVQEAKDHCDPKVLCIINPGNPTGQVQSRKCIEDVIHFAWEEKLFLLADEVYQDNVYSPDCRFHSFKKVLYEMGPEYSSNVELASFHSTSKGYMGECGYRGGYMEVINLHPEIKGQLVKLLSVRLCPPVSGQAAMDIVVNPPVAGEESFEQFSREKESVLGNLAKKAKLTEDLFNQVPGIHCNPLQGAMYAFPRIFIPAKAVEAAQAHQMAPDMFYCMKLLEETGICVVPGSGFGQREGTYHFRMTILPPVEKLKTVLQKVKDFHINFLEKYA
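Recombinant GPT2 (10ng/uL) with 250uM a-KG and 2mM L-alanine, 30 min at room temperature, in HEPES pH 7.5 buffer. Pyruvate detected by pyruvate oxidase/HRP/Amplex Red fluorescence after 30 min in the dark; AOA (50uM) as positive control.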
HEK293 viab: reduces viability of HEK-293 SNCA reporter cells | AID 1671193 | 150,000 tested, 0.12% active | Potency, µM (highest dose often 57.1 µM), without a hit: top-dose activity change, negative = cytotoxicity, hits mostly cytotoxic | HEK-293-SNCA-luc viability, GF-AFC fluorescence, 24 h;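 further: potency means the concentration at half of the fitted maximal effect; 0% = DMSO-treated cells and -100% = medium-only wells without cells; nearly all actives have a fitted effect of over 30% in size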
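HEK-293-SNCA-luc cells (1500/well) plated 24 h, then exposed 24 h to a dilution series; GF-AFC added 30 min at 37C, fluorescence 405/540 nm; normalised to medium-only and DMSO wells, Hill fit.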
* hit, by the source's call; i = inactive; ? = inconclusive; . = not tested or not shown; & = joins results of further samples; [ ] = remark or other dose. Unless noted, the call rests on the fitted dose curve; in most records, active means well fitted curve in the direction sought with a large enough effect; inconclusive means small, poorly fitted or top-dose-only effect, or another doubt; inactive means no such curve, though single readings can be large; an effect the other way counts as inactive or inconclusive. Unless noted, on the % scale 0 is the no-effect control and ±100 the full control effect.

Values in the order: IP6K1 inh	HEK293 tox	HEK293 viab	GPT2 inh	FLuc inh	SNCA expr inh	NIH3T3 tox
> COc1ccc(CNC(=O)c2cc3c(=O)[nH]c4ccccc4c3s2)cc1
 : 8	.	-2%	.	.	-27%	.
> COc1ccc(CCC(=O)N2Cc3ccccc3OC3(CCN(C)CC3)C2)cc1
 : 6	?	2%	-8%	9%	-25%	-17%
> COCCN1C(=O)c2cccn2CC1CNS(=O)(=O)c1c(C)noc1C (stereo not drawn)
 : -7	i	3%	4%	0%	-17%	0%
> CCS(=O)(=O)NCC(c1ccco1)N1CCN(c2ccccc2)CC1 (stereo not drawn)
 : 17	.	15%	.	.	-6%	.
> Cn1cc(-c2cc3n(n2)CCC(=O)N3CCCC(=O)Nc2ccc(F)cc2F)c2ccccc21
 : -5	.	5%	.	.	-6%	.
> CCCN(CC1CCOC1)S(=O)(=O)c1cccc(F)c1 (stereo not drawn)
 : 1	3%	2%	-18%	9%	5%	i
> CC(C)CCN1CCC(N2CCN(C(=O)c3ccc(F)cc3)CC2)C1=O (stereo not drawn)
 : -1	i	10%	-3%	2%	?	i
> O=C(Nc1ccc(-c2nc3cc(NC(=O)c4ccccc4Cl)ccc3o2)cc1)c1ccccc1Cl
 : 27	.	4%	.	.	-22%	.
> COc1cccc(Nc2ccc3c(n2)C(C)(C(=O)NCCc2cnc[nH]2)CN(C)C3)c1 (stereo not drawn)
 : 19	?	-22%[87.6 µM]	-27%[88.5 µM]	-2%[172 µM]	1%[87.6 µM]	?
> O=C(Nc1ccc2c(c1)OCCO2)N1CCCCC1c1nc(CCOCC2CC2)no1 (stereo not drawn)
 : 9	-13%	-7%	i	?	57%[activator]	-24%

Structural class: the compounds so far with an aryl methoxy group (3)
Values in the order: IP6K1 inh	HEK293 tox	HEK293 viab	GPT2 inh	FLuc inh	SNCA expr inh	NIH3T3 tox
> COc1ccc(CNC(=O)c2cc3c(=O)[nH]c4ccccc4c3s2)cc1
 : 8	.	-2%	.	.	-27%	.
> COc1ccc(CCC(=O)N2Cc3ccccc3OC3(CCN(C)CC3)C2)cc1
 : 6	?	2%	-8%	9%	-25%	-17%
> COc1cccc(Nc2ccc3c(n2)C(C)(C(=O)NCCc2cnc[nH]2)CN(C)C3)c1 (stereo not drawn)
 : 19	?	-22%[87.6 µM]	-27%[88.5 µM]	-2%[172 µM]	1%[87.6 µM]	?

The listing continues.
Values in the order: IP6K1 inh	HEK293 tox	HEK293 viab	GPT2 inh	FLuc inh	SNCA expr inh	NIH3T3 tox
> COc1ccccc1-c1ccc(C(=O)N2CCC(NC(=O)c3ccccc3Cl)CC2)cc1
 : -13&-6	?	0%&6%[12.5 µM]	-6%&1%	.	8%&18%	?
> COc1ccc(NC(=O)c2ccc3c(c2)N(C)C2CCCCN2C3=O)cc1Cl (stereo not drawn)
 : 3	?	-9%[12.5 µM]	-6%	-16%	12%	?
> COc1ccccc1C1=NOC(C(=O)NC(C)(C)C)C1 (stereo not drawn)
 : 5	9%	-1%	i	-10%	-25%	i
> Cc1ccc(Cn2c(=O)n(CC3CCC(C(=O)N4CCOCC4)CC3)c(=O)c3sccc32)cc1 (stereo not drawn)
 : 1	.	3%	.	.	-14%	.
> COc1ccc(Nc2cc(C(=O)NCCCN3CCN(c4ccccc4F)CC3)c3ccccc3n2)c(OC)c1
 : -4	.	?	.	.	?	.
> CC1(c2ccccc2)N(Cc2ccccc2F)C(=O)OC12CCN(Cc1c[nH]c3ccccc13)CC2 (stereo not drawn)
 : -8	20µM*	-25%	4%	1%	?	18µM*
> O=C(Nc1ccc(F)cc1)c1cn2cc(-c3ccc(C(F)(F)F)cc3)sc2n1
 : -4	-1%	4%	4%	.	-18%	-7%
> Cc1cccc(CC(=O)N2CCCCC2c2n[nH]c(C)n2)c1 (stereo not drawn)
 : 9	-7%	2%	i	0%	3%	-1%
> Cc1noc2c(NC3CCN(C)CC3)cc(-c3cccs3)nc12
 : 0	79µM*	-11%[87.6 µM]	-4%[88.5 µM]	9%[172 µM]	0%[87.6 µM]	?
> Cc1noc([C@H]2CCN(Cc3cccs3)C[C@H]2NC(=O)C2CC2)n1
 : 25	-12%	-4%	i	-2%	5%	-16%

Values in the order: IP6K1 inh	HEK293 tox	HEK293 viab	GPT2 inh	FLuc inh	SNCA expr inh	NIH3T3 tox
> C[C@@H](NC(=O)c1ccccc1)c1c(-c2ccc(Cl)cc2)noc1C(=O)O
 : -12	-4%[172 µM]	20%[87.6 µM]	1%[88.5 µM]	-26%[172 µM]	7%[87.6 µM]	?
> CC(C)(C)CC(=O)N1CC[C@H]2NC(=O)N(c3ccc(Oc4ccccc4)cc3)C(=O)[C@H]21
 : -3	4%[172 µM]	-5%[87.6 µM]	-1%[88.5 µM]	-3%[172 µM]	7%[87.6 µM]	1%[174 µM]
> CO[C@]12C[C@@H](COC(=O)c3cncc(Br)c3)CN(C)[C@@H]1Cc1cn(C)c3cccc2c13
 : 10	.	8%[23.9 µM]	i	.	-39%[25.6 µM]	.
> CCOc1ccc(NC(=O)c2cc(S(=O)(=O)N3CCN(c4ccccc4F)CC3)ccc2F)cc1
 : -10	.	-7%	.	.	-16%	.
> O=C(N[C@H]1CCN2C(=O)c3ccccc3NC(=O)[C@@H]2C1)c1ccncc1
 : 0	i	3%[87.6 µM]	-1%[88.5 µM]	-6%[172 µM]	4%[87.6 µM]	4%[174 µM]
> O=C1CCN(C(=O)C2CCN(C(=O)c3cnccn3)CC2)CCCCCCN1
 : -9	i	6%	i	-2%	50%[activator]	-18%
> O=C([C@@H]1C[C@H](Oc2ccccc2)CN1C(=O)CN1CCCCCC1)N1CCCC1
 : 0	?	-13%	5%	-13%	-17%	?
> CC(C)c1noc(-c2cccn3c(CNC(=O)C4CC4)nnc23)n1
 : 7	-5%	8%	i	-10%	-8%	-5%
> Cc1c(Cl)cccc1-c1ccc(C(=O)Nc2ccc3oc(-c4cccnc4)nc3c2)o1
 : -6	.	7%	.	.	17%	.
> CN(C)C(=O)C1CN(C(=O)c2ccc3c(c2)OCO3)CC12CCOCC2 (stereo not drawn)
 : 15	-8%	-5%	?	-15%	-7%	-9%

Values in the order: IP6K1 inh	HEK293 tox	HEK293 viab	GPT2 inh	FLuc inh	SNCA expr inh	NIH3T3 tox
> CC(=O)N1CCCC1C(=O)N1CCCC(c2nc3ncccc3[nH]2)C1 (stereo not drawn)
 : -6	i	0%	i	.	6%	i
> N#CC1CCN(C(=O)c2ccc3nnc(-c4ccc(Cl)cc4)n3c2)CC1
 : 4	-13%	-5%	-2%	.	-5%	-18%
> COC[C@@H]1CN(c2cnccn2)C[C@H]1C(=O)Nc1ccc(OC)nc1
 : 0	-7%	-23%	i	2%	4%	-8%
> CCn1cc(CN(C)CC2(O)CCCN(Cc3ccc(C(C)C)cc3)C2=O)cn1 (stereo not drawn)
 : -7	?	-2%	-3%	-2%	4%	?
> COc1ccc(-c2noc(CC3CCN(C(=O)c4ccc5c(c4)OCO5)CC3)n2)cc1
 : 20	?	?	0%	-6%	-3%	?
> CCC1CN(C(=O)N2CCC(C(=O)NCCC3=CCCCC3)CC2)c2ccccc2O1 (stereo not drawn)
 : -5	.	12%	.	.	83%[activator]	.
> C1CCC[C@H]2CCCN3CC[C@@H](CCCCCC[C@@H]4CCCN5CC[C@@H](CC1)O[C@@H]45)O[C@@H]23
 : 18	.	?	i[0.0821 µM]	.	.	.
> CCNC(=O)N1CC(c2nnc(C(C)C)o2)C2(CCOCC2)C1 (stereo not drawn)
 : 6	0%	1%	i	-8%	14%	-11%
> COCCN1C(=O)c2ccccc2C(C(=O)Nc2ccccc2C)C12CCCCC2 (stereo not drawn)
 : 1	-26%	5%	2%	6%	-1%	?
> O=C1CC2CCCC(C1)N2C(=O)c1cccc2[nH]ccc12
 : 15	-6%[172 µM]	10%[87.6 µM]	i	?	38%[activator][87.6 µM]	-5%[138 µM]

Whole records as entered above.
Shown for CCn1cc(CN(C)CC2(O)CCCN(Cc3ccc(C(C)C)cc3)C2=O)cn1 (stereo not drawn) → IP6K1 inh: -7; HEK293 tox: ?; HEK293 viab: -2%; GPT2 inh: -3%; FLuc inh: -2%; SNCA expr inh: 4%; NIH3T3 tox: ?
Shown for N#CC1CCN(C(=O)c2ccc3nnc(-c4ccc(Cl)cc4)n3c2)CC1 → IP6K1 inh: 4; HEK293 tox: -13%; HEK293 viab: -5%; GPT2 inh: -2%; FLuc inh: .; SNCA expr inh: -5%; NIH3T3 tox: -18%
Shown for CC(=O)N1CCCC1C(=O)N1CCCC(c2nc3ncccc3[nH]2)C1 (stereo not drawn) → IP6K1 inh: -6; HEK293 tox: i; HEK293 viab: 0%; GPT2 inh: i; FLuc inh: .; SNCA expr inh: 6%; NIH3T3 tox: i

The results go on:
Values in the order: IP6K1 inh	HEK293 tox	HEK293 viab	GPT2 inh	FLuc inh	SNCA expr inh	NIH3T3 tox
> Cc1cccc(N(C)C(=O)Cn2c(-c3cccc(Cl)c3)nc(C)c(CCO)c2=O)c1
 : 5	35µM*	-18%	-15%	-10%	-19%	?
> CC(C)NC(=O)C[C@@H]1CCNC[C@@H]1Cc1cc(CC2CCCCC2)on1
 : 12	?	3%[87.6 µM]	i	-2%[172 µM]	-1%[87.6 µM]	100µM*
> O=c1cc(N2CCOCC2)oc2c(-c3cccnc3)nccc12
 : -8	-9%[172 µM]	6%[87.6 µM]	-4%[88.5 µM]	-15%[172 µM]	8%[87.6 µM]	79µM*
> COCc1cc(C[C@@H]2CC[C@H](O)[C@@H](CNC(=O)c3ccccc3)O2)no1
 : -1	-5%[172 µM]	1%[87.6 µM]	i	-2%[172 µM]	23%[87.6 µM]	-11%[174 µM]
> Fc1ccc(Nc2c(-c3c[nH]c4ccccc34)nc3ccccn23)cc1
 : -10	.	-15%	.	.	168%[activator]	.
> O=C([C@@H]1C[C@H](Oc2ccccc2)CN1S(=O)(=O)c1cccnc1)N1CCOCC1
 : 6	i	3%	i	6%	-18%	i
> Cc1ccc(N2C(=O)[C@@H]3CSC(c4ccc(Cl)cc4)N3C2=O)cc1 (stereo partly drawn)
 : 2	.	2%	.	.	12%	.
> COCc1ncc(C)n1CCNC(=O)c1cc(-c2ccc(C)c(C)c2)n[nH]1
 : -6	?	-9%	i	?	-25%	-18%

This is a subset; count on the stated rates, not on these rows.
